PLK1 PBD block = inhibitors of human PLK1 polo-box domain binding; Potency, µM, inactives show max response, negative = inhibition, actives largely listed as inhibitors; 360,000 tested, 2.8% active; AID 720504; Plk1 PBD binding of FITC phosphopeptide, fluorescence polarization; also: potency is read from the fitted curve at half-maximal effect; series mostly up to about 57 µM; % is scaled to controls: 0 for no effect and ±100 for the full control effect; nearly all actives have a fitted effect of over 65% in size
Target sequence (P53350 whole entry, looked up, the tested form may be a part): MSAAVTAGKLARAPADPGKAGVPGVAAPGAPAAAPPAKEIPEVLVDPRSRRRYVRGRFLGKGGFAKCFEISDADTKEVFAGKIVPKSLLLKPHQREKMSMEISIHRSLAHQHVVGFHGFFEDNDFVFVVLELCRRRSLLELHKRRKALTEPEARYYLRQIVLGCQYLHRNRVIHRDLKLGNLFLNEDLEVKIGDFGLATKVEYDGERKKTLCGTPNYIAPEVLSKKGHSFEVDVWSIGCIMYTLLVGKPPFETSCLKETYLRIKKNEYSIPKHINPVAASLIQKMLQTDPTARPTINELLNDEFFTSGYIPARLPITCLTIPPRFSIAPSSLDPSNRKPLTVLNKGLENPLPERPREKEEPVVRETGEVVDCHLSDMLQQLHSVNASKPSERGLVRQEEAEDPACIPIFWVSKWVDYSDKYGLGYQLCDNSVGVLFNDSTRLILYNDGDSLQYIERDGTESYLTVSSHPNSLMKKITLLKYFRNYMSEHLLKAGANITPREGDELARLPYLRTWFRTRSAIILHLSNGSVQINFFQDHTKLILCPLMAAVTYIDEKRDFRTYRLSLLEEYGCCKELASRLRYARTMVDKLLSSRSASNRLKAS
EPAC1 agonist = activates human EPAC1 exchange factor. EPAC1 agonist qHTS, biochemical assay; response scale: 100% = response to 6.5 mM cAMP. Potency, µM (highest dose often 154 µM), without a hit: at the top dose activation, actives largely listed as activators. 360,000 tested, 0.073% active. AID 720707; also: potency is read from the fitted curve at half-maximal effect; nearly all actives have a fitted effect of over 60% in size
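Multi-concentration qHTS readout: loss of Rap1B-bound BODIPY-GDP fluorescence driven by 100 nM EPAC1 with excess GDP (50 uM), monitored kinetically at room temperature; agonist response expressed relative to 6.5 mM cAMP.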
PI5P4Ka inh = blocks human PI5P4K alpha kinase activity; 330,000 tested, 1.2% active; P48426; PI5P4Kalpha enzyme, ADP-Glo luminescence, 60 min; active compounds read low; max response, %; AID 652105; active = max response of -50% or lower; inconclusive = between -30% and -50%; inactive = -30% or higher; also: value at the top dose of about 77 µM; % is scaled to controls: 0 for no effect and ±100 for the full control effect
Target sequence (P48426 whole entry, looked up): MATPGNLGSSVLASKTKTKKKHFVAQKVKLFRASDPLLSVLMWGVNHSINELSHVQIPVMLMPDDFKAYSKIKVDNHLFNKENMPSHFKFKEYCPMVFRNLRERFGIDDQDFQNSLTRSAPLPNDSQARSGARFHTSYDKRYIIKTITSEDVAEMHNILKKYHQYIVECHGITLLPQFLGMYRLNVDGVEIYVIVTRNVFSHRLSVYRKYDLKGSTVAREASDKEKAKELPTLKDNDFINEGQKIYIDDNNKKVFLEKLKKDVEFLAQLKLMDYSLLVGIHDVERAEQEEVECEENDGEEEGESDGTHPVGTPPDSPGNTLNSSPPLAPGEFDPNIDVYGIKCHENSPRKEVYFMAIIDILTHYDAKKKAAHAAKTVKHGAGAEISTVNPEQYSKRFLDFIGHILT
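Reactions run in 0.038 M HEPES pH 7.4, 0.28 mM EGTA, 0.1% CHAPS and 5% DMSO, with PI5P4Kalpha, substrate, compound and 5 microM ATP final, one hour at room temperature. Readout is ADP-Glo luminescence.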
WRN inhibitor = WRN helicase (human) inhibition; Q14191; WRN helicase unwinding, fluorescent forked duplex, kinetic; Potency, µM (doses to about 114 µM), for the others: at the highest dose activity change, negative = inhibition, most hits filed as inhibitors; 360,000 tested, 0.46% active; AID 651768; also: potency is read from the fitted curve at half-maximal effect; % is scaled to controls: 0 for no effect and ±100 for the full control effect; nearly all actives have a fitted effect of over 55% in size
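WRN at 20 nM final preincubated with compound 15 min at room temperature; reaction started with 100 nM fluorophore/quencher forked duplex oligonucleotide and 2 mM ATP final. Unwinding followed kinetically by red fluorescence (ex 525, em 598 nm).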
Abeta yeast res = compounds reversing amyloid beta toxicity in yeast. yeast expressing A-beta42, growth rescue, OD600, 48 h; response scale: 0% DMSO, 100% iron-clioquinol control. Potency, µM (doses to about 46.1 µM), for inactives: at the highest dose growth rescue, hits mostly activators. 410,000 tested, 0.063% active; also: potency is read from the fitted curve at half-maximal effect; nearly all actives have a fitted effect of over 55% in size
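Growth rescue measured by 600 nm absorbance after 48 h yeast culture at 30 C with compound. Values normalized between DMSO and an equimolar ferric chloride plus clioquinol control.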
EPAC1 antagonist = blocks human EPAC1 exchange factor; O95398; EPAC1 GEF assay, Rap1b-BODIPY-GDP exchange fluorescence; Potency, µM (top dose mostly 115 µM), without a hit: at the top dose activity change, negative = inhibition, actives largely listed as inhibitors; 360,000 tested, 0.14% active; AID 720709;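 also: potency is read from the fitted curve at half-maximal effect; plate controls were vehicle for no effect and positive control for full effect; nearly all actives have a fitted effect of over 50% in size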
IL2 activator = IL-2 activation; 360,000 tested, 0.065% active; activation, % (series mostly up to about 46 µM); IL-2 activation reporter assay, cell-based qHTS; stimulated with anti-CD3/CD4/CD28 beads; in transgenic mouse T cells; in the data active = activation above about 50%; inconclusive = mostly about 30% to 49%; also: 0% is about no effect
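First, unstimulated transgenic mouse T cells were exposed to compound for 60 min. Next, anti-CD3/anti-CD4-coated beads with anti-CD28 were added. Finally, after 18 h at 37 degrees C, EGFP and DsRed were imaged.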
FUS suppressor = rescues growth of FUS-expressing yeast. 390,000 tested, 0.24% active. S. cerevisiae FUS-expressing, growth rescue, OD600, 24 h. Potency, µM (titrated, usually from 76.6 µM), for the others: top-dose growth rescue (activation), usual class: activators;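 also: potency is read from the fitted curve at half-maximal effect; plate controls were DMSO vehicle for no effect and reference control for full effect; nearly all actives have a fitted effect of over 55% in size; some results filed as inactive show a strong effect at the top dose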
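Galactose (2%) drives FUS expression in yeast precultured in raffinose; seeding density OD 0.005. Test compounds incubated 24hr at 30C and 99% humidity before absorbance at 600 nm was measured.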
Numbers without * were called inactive; ? = inconclusive; . = no result given; & = joins results of further samples; [ ] = remark or other dose. Unless noted, calls follow the shape of the dose curve; as a rule, active = well fitted curve in the direction sought with a large enough effect; inconclusive = small, poorly fitted or top-dose-only effect, or another doubt; inactive = no such curve, though single readings can be large; an effect the other way counts as inactive or inconclusive.

SMILES	IL2 activator	WRN inhibitor	Abeta yeast res	EPAC1 agonist	PI5P4Ka inh	PLK1 PBD block	EPAC1 antagonist	FUS suppressor
FC(F)Oc1ccc(NC(=S)NCCc2ccccn2)cc1	-0.4	-19%	-11%	-5%	2	-5%	?	0%
CC(C)(C)n1nnnc1C(c1cc2ccccc2o1)N1CCOCC1 (stereo unspecified)	-0.5	2%	-10%	-7%	2	-13%	-7%	-5%
COc1cccc(-c2nnc(NC(=O)CCS(=O)(=O)c3ccc(C)cc3)o2)c1	-0.7	-5%	-8%	8%	2	-3%	10%	20%
CC(C)Cc1oc(C(=O)O)cc1CN	-1.1	1%	-3%	6%	.	-7%	0%	-10%
COc1ccc(N(C)C(=O)Cn2c(=O)oc3ccccc32)c(OC)c1	0.4	17%	-5%	6%	-3	-10%	2%	-1%
O=C(NC1CCCC1)C(c1cccnc1)N(C(=O)c1csnn1)c1ccccc1 (stereo unspecified)	-0.4	-6%[57.1 µM]	12%	14%	-2	-3%	1%	-9%
COc1ccc(O)c(CN2CCN(C/C=C/c3ccccc3)CC2)c1	1.7	-9%	8%	2%	.	-14%	3%	19%
CCn1cc(C(=O)N2CCn3c(nc4ccccc43)C2)c(=O)c2ccc(C)nc21	-1.6	-11%	2%	3%	0	-3%	-9%	-2%
O=C(Cc1ccccc1F)Nc1cc(S(=O)(=O)N2CCCCC2)ccc1N1CCOCC1	-2.2	2%	13%	-2%	-14	9%	1%	16%
O=[N+]([O-])c1ccc(CSC2=NCCN2)cc1	-0.1	3%	-13%	-3%	-2	1%	-16%	-17%
Cc1ccc(S(=O)(=O)N/N=C\c2ccc(C)o2)cc1	-2.8	-20%[11.6 µM]	-24%	8%	.	-17%	16%	-1%
C[n+]1ccn(CC(=O)c2cc(C(C)(C)C)c(O)c(C(C)(C)C)c2)c1	0.4	3%	-6%	1%	2	6%	-16%	-4%
C/C(=N/NS(=O)(=O)c1cc(C)ccc1C)c1ccncc1	-3.3	10%	1%	14%	-2	15µM*	19%	-16%
CCN(CC(=O)Nc1ccccc1C(=O)OC)S(=O)(=O)c1ccccc1	-1.5	-12%	-1%	16%	.	-6%	9%	5%
COc1ccc(CCNC(=O)CC2Nc3cc(C)c(C)cc3NC2=O)cc1OC (stereo unspecified)	0.2	-4%	10%	0%	.	11%	0%	29%
COc1nc(N=C(N)N)nc2c(C)cccc12	6.8	84%[activator]	-26%	3%	-1	-9%	3%	.
CN(CCCC(=O)O)S(=O)(=O)c1ccc2c(c1)C(=O)c1cc(S(=O)(=O)N(C)CCCC(=O)O)ccc1-2	0.6	-2%	0%	5%	0	-4%	-8%	30%
COc1ccc(-c2c[n+](CC(=O)OC3CC(C)CCC3C(C)C)c3n2CCC3)cc1 (stereo unspecified)	-0.9	-1%	6%	16%	-2	-4%	1%	10%
NNC(=O)CNC(c1ccccc1)c1cc(Br)ccc1NC(=O)CCN1CCOCC1 (stereo unspecified)	0.1	-18%[57.1 µM]	6%	0%	-20	-6%	11%	38%
COc1cccc(C2CC(c3ccc(C(C)C)cc3)n3nc(N)nc3N2)c1 (stereo unspecified)	-2.0	-6%	10%	1%	-1	-5%	4%	-3%
CCc1ccc2oc(=O)cc(CN3CCCCC3C)c2c1 (stereo unspecified)	-1.2	-6%	16%	1%	-1	3%	-3%	10%
Cc1nc(C(F)(F)F)ccc1C(=O)N1CCC1(C)C(=O)NS(=O)(=O)c1cccc(Cl)c1 (stereo unspecified)	0.1	6%	-22%	-4%	0	2%	4%	-19%
Cc1nc2scc(C)n2c(=O)c1S(=O)(=O)Nc1ccc(N2CCOCC2)c(Cl)c1	-1.8	-3%	9%&-21%	-5%	-2	27µM*	13%	-3%&1%
CSc1nnc(Cn2c(=O)sc3ccccc32)n1-c1ccccc1	-2.8	5%	6%	5%	-7	-18%	-1%	-5%
CC(=O)C[C@H](O)CC(=O)[C@H]1OC(=O)CCCCCCCc2ccccc21	-0.2	4%	1%	3%	-4	-25%	-29%	2%
COc1ccc(-c2ccc(SCC(=O)Nc3nccs3)nn2)cc1OC	-3.2	-26%	-10%	10%	7	-6%	2%	37%
O=C1CCN(CCc2ccccc2)CCN1[C@H](CSc1ccccc1)Cc1ccccc1	-2.9	-12%	16%	7%	7	-7%	-19%	27%
CC(Oc1ccccc1Cl)C(=O)Nc1ccc(S(=O)(=O)N2CCCC2)cc1 (stereo unspecified)	-3.6	-12%	30%	-5%	10	0%	-4%	11%
COc1ccc(C=O)c(OC)c1	-2.0	9%	-4%	0%	1	-10%	?	5%
O=C(O)CCC(=O)N1CCc2cc(S(=O)(=O)N3CCN(c4ccc(F)cc4)CC3)ccc21	-2.3	2%	-10%	-10%	0	-9%	2%	-1%

Continued, overlapping the part above by two compounds.
SMILES	IL2 activator	WRN inhibitor	Abeta yeast res	EPAC1 agonist	PI5P4Ka inh	PLK1 PBD block	EPAC1 antagonist	FUS suppressor
COc1ccc(C=O)c(OC)c1	-2.0	9%	-4%	0%	1	-10%	?	5%
O=C(O)CCC(=O)N1CCc2cc(S(=O)(=O)N3CCN(c4ccc(F)cc4)CC3)ccc21	-2.3	2%	-10%	-10%	0	-9%	2%	-1%
CC(C)OCCCNC(=O)c1cc(-c2cccnc2)nc2ccccc12	-2.3	-4%	-2%	0%	-4	2%	15%	-14%
COc1ccc(C(C)(NC(C)=O)c2nc(-c3cccnc3)cs2)cc1 (stereo unspecified)	0.3	2%[57.1 µM]	0%	5%	-3	-4%	-6%	-6%
COc1ccc(NC(=O)CN(C)CC(=O)Nc2sc3c(c2C#N)CCC3)cc1	-0.6	-5%	16%	2%	-27	-4%	-21%	38%
CN(CC(=O)Nc1cccc(F)c1)C(=O)CSc1ccccc1	-2.5	?	2%	0%	?	15µM*	1%	19%
O=C(COc1ccc(-n2cnnn2)cc1)Nc1ccccc1OC(F)F	-3.9	-28%	-12%	11%	-11	-7%	-1%	.
CC1(OC(=O)CCc2ccccc2)C(=O)C=C2C=C(c3ccc(C#N)cc3)N(Cc3ccco3)C=C2C1=O (stereo unspecified)	-0.1	-3%	0%	6%	-53*	-24%	-18%	?
CCc1nc2ccc(C(=O)NCCN(C)C)cn2c1N(CC)CCOC	-0.8	2%[57.1 µM]	-5%	-19%	1	1%	-7%	-22%
C[C@@]12CC(=O)NC1N(C(=O)c1cccc(C(F)(F)F)c1)C(c1ccccc1OC(=O)c1cccc(C(F)(F)F)c1)C2 (stereo partly specified)	-0.6	-18%	?	-17%	15	2%	?	?
O=C(NCc1ccccc1Cl)c1ccc(CS(=O)Cc2ccc(Cl)cc2)o1 (stereo unspecified)	-1.6	-7%	-11%	7%	-2	-9%	-5%	22%
OC1(c2cccc(C(F)(F)F)c2)CCN(c2ncnc3c2[nH]c2ccccc23)CC1	-4.5	-13%	-9%	14%	0	6%	-3%	38%
O=C(c1cc2cc(Br)ccc2o1)N1CCN(c2ccccc2)CC1	-1.2	-12%	7%	6%	4	-6%	-18%	.
Cc1ccc(OCC(=O)N2CCN(c3ccc([N+](=O)[O-])c(N4CCOCC4)c3)CC2)cc1	2.2	-6%	-12%	11%	.	-10%	-2%	36%
Cc1cc(C)nc(NCCC(=O)O)n1	0.6	-23%	-6%	12%	1	-5%	-5%	5%
Clc1ccccc1-c1nnc2n1-c1ccccc1SC2	1.1	-7%	-11%	-5%	-2	-4%	3%	-2%
OCCOCCn1c(C(CO)Nc2nc(-c3ccccc3Br)cs2)nc2ccccc21 (stereo unspecified)	-4.5	8%	3%	3%	-1	-6%	2%	10%
CC(C)(C)C(=O)Nc1ccc(C(=O)COC(=O)c2ccccn2)cc1	-0.7	2%	-7%	4%	-1	5%	5%	-4%
COc1cc([C@@H]2CC=C(C(=O)O)CN2S(=O)(=O)c2ccc(C)cc2)cc(OC)c1OC	0.2	0%	1%	-6%	1	4%	-5%	10%
COc1ccc(-c2nc3ccccc3n2CCC(C)C)cc1OC	0.4	-5%	25%	9%	-4	2%	8%	4%
CC(C)n1nc(C(=O)Oc2cc(Cl)ccc2Cl)c2ccccc2c1=O	-2.7	-9%	3%	-12%	-1	-15%	11%	.
CCOC(=O)C1(CCCc2ccccc2)CCN(C(=O)c2ocnc2C)CC1	2.2	-2%	-14%	4%	5	-3%	9%	17%
COc1cccc(NC(=O)C(NCC2CCCCC2)c2ccccc2)c1 (stereo unspecified)	-1.0	-23%	23%	7%	0	1%	-12%	33%
CC(=O)N1N=C(c2cccc(Cl)c2)OC1c1cccc([N+](=O)[O-])c1 (stereo unspecified)	-1.6	2%	30%	3%	1	-2%	-3%	8%
C=CCn1c(-c2c[nH]c3ccccc23)n[nH]c1=S	-1.5	1%	6%	-3%	-17	-19%	12%	15%
COc1ccc(C(C)NC(=S)NCc2ccc(F)cc2)cc1OC (stereo unspecified)	-0.6	-16%	2%	-2%	0	-18%	-18%	4%
CC(=O)c1ccc(Oc2ccc(C(C)=O)cc2)cc1	-3.9	-7%	-5%	-1%	3	-2%	7%	-1%
CN(C(=O)CN1C(=O)S/C(=C\c2ccc(F)cc2)C1=O)C1CCS(=O)(=O)C1 (stereo unspecified)	-1.3	-3%	4%	12%	4	-15%	-12%	8%
Cc1ccc(/C=C2\Oc3cc(OCC(=O)NN)ccc3C2=O)o1	2.5	-8%[11.6 µM]	8%	4%	-19	-13%	-4%	?
Cc1ccccc1OCCOC(=O)c1ccc(S(=O)(=O)N2CCCC2)cc1	-0.3	-1%	3%	10%	16	-6%	-5%	20%
COC(=O)c1c(C)c[nH]c1C	-0.3	3%	3%	-18%	-5	-5%	-21%	-15%
O=C1NC[C@@H](CCCCN2C[C@H](Cc3ccc(O)cc3)N(CCC3CCCCC3)C(=O)C2=O)N(CCc2ccc(O)cc2)C1=O	-0.7	-8%	5%	4%	-5	5%	-14%	?
COc1cc(/C=N/NC(=S)NCCN2CCOCC2)cc(OC)c1OC	-2.3	-2%	-4%	8%	-2	-4%	-7%	5%
COc1ccc(NC(=O)c2ccc(=O)oc2)cc1	1.2	-12%	29%	-6%	.	-8%	8%	36%

Compound activity from PubChem.

Hits appear at their usual frequency. Share with any hit: about 4.1%.
